MCL1-BIM inh: MCL1-BIM-BH3 interaction inhibition (human) | Q07820 | GST-MCL1 / FITC-Bim-BH3 fluorescence polarization | inhibition, % at 10.9 µM | actives 0.68% (n = 320,000);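 active = inhibition above the mean inhibition of all tested compounds plus 3 SD, set per campaign, cut at about 40% in these data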;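 note: 0% = DMSO wells and 100% = unlabeled Bim-BH3 peptide control; higher means more loss of mP so more displacement of Bim peptide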
PAFAH1B2 inh: inhibitors of human PAFAH1B2; P68402; inhibition, % at 3.39 µM; AID 492953; recombinant PAFAH1B2, FP-rhodamine activity probe, fluorescence polarization; actives 1.2% (n = 340,000);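 active = inhibition above the mean of all tested compounds plus 3 SD, cut at about 24% in these data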;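 note: 0% = enzyme with DMSO and 100% = wells lacking PAFAH1B2; many of its hits are not listed in these tables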
Target sequence (P68402 whole entry, looked up): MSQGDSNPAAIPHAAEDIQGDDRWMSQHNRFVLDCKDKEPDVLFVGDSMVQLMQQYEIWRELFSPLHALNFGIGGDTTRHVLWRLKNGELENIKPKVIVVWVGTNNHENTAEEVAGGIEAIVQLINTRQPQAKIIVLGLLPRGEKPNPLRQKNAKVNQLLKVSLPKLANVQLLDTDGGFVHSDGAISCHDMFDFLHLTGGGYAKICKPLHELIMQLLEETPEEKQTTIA
MEX-5 binding: C. elegans MEX-5 TCR-2 RNA binding activity | Q9XUB2 | MEX-5/FITC-TCR2 RNA binding, fluorescence polarization; hits give low values | activity score (negative = inhibition of binding), % at 10 µM | actives 0.38% (n = 300,000) | AID 1832;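 active = inhibition past about -25% in most replicates, and total fluorescence under double the plate's negative control median, limit read from the data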;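 note: 0% = DMSO and -100% = 5 µM competing unlabeled TCR2 RNA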
Target sequence (Q9XUB2 whole entry, looked up): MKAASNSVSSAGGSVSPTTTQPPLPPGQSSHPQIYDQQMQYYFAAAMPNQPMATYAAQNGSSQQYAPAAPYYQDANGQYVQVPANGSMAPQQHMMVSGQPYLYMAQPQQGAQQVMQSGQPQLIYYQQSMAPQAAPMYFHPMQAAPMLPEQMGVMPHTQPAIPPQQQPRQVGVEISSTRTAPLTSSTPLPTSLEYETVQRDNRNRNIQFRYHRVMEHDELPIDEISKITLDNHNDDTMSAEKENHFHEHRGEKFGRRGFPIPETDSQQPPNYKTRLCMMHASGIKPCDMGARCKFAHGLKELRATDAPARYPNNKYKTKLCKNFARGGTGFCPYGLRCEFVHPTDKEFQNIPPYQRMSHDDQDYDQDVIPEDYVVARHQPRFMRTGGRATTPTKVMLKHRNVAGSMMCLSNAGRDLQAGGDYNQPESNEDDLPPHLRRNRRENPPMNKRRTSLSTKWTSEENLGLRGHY
PME-1 inh: blocks human protein phosphatase methylesterase 1. Q9Y570. actives 0.53% (n = 320,000). recombinant PME-1, FP-Rh probe fluorescence polarization. inhibition, % at 5.9 µM. AID 2130;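 active = inhibition above the campaign mean of all compounds plus 3 SD, cut at about 26% in these data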;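 note: competitive labeling of PME-1 active site by serine hydrolase directed probe; 0% = PME-1 with DMSO and 100% = wells lacking PME-1 enzyme; inhibitors block probe labeling so polarization falls and inhibition rises; many of its hits are not listed in these tables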
Target sequence (Q9Y570 whole entry, looked up): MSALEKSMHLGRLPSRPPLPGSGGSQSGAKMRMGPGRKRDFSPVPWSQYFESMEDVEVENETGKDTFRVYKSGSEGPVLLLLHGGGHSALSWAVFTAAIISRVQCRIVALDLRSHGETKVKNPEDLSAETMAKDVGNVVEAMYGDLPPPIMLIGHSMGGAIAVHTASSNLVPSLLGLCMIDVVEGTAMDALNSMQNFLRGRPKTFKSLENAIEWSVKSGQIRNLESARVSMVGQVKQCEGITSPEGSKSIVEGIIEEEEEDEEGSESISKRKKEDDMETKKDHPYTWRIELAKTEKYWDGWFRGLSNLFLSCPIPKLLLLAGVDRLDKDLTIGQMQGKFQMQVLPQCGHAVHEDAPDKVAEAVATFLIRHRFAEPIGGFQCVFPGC
Bcl-xL primary: Bcl-xL (human) inhibition; Q07817; GST-Bcl-xL / FITC-Bim BH3 peptide fluorescence polarization; inhibition, % at 10.9 µM; actives 0.7% (n = 320,000); AID 2129;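 active = inhibition above the mean of all tested compounds plus 3 SD, cutoff set per campaign, cut at about 30% in these data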;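 note: 0% = DMSO wells and 100% = unlabeled Bim-BH3 peptide competitor; inhibitors lower millipolarization by displacing the labeled peptide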
GLD-1 TGE inh: GLD-1-TGE RNA interaction inhibition (C. elegans); actives 0.44% (n = 320,000); inhibition, % at 5.96 µM; purified GLD-1 + fluorescein TGE RNA, fluorescence polarization; Q17339;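 active = percent inhibition above a per-plate cutoff, the plate mean of test compounds plus 3 SD, cut at about 30% in these data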;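 note: 0% = DMSO wells with GLD-1 and probe and 100% = wells lacking GLD-1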
AHR act: activates the human aryl hydrocarbon receptor; actives 2.5% (n = 320,000); activation, % at 5 µM; P35869; AHR-responsive luciferase reporter cells, luminescence; in the data active = activation above about 47%;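 note: 0% = vehicle wells and 100% = reference agonist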
Fam108B counter: blocks mouse Fam108B hydrolase in RBBP9 counter-screen | recombinant Fam108B, FP-Rh probe fluorescence polarization | inhibition, % at 9.51 µM | actives 0.33% (n = 300,000) | AID 1947;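 active = inhibition above the screen mean inhibition plus 3 SD, computed separately per campaign, cut at about 18% in these data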;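 note: inhibitors lower polarization as less probe binds the enzyme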
pPAFAH FP inh: pPAFAH (human) enzyme inhibition | actives 1.5% (n = 330,000) | inhibition, % at 3.39 µM | recombinant pPAFAH, FP-rhodamine probe fluorescence polarization | AID 463082 | Q13093;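 active = inhibition above the mean inhibition across the screen plus 3 SD, cut at about 25% in these data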;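 note: inhibitors block binding of the rhodamine activity-based probe so polarization drops; 0% = enzyme with DMSO and 100% = wells lacking pPAFAH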
Numbers without * were called inactive; nt = no result given; & = joins results of further samples. Some of the compounds tested; rates above refer to the full screens.

SMILES,PAFAH1B2 inh,MEX-5 binding,GLD-1 TGE inh,Fam108B counter,pPAFAH FP inh,AHR act,Bcl-xL primary,MCL1-BIM inh,PME-1 inh
CC1(C)Cc2c(c(N3CCOCC3)nc3sc(-c4ccc(C(=O)O)o4)c(N)c23)CO1,3,1.4,-9,6,12,1,-11,-15,-6
Cc1ccc(-c2nn(-c3ccccc3)cc2/C=C/C(=O)Nc2cccc(S(N)(=O)=O)c2)cc1,-60,0.6,0,-88,-54,2,2,1,-138
Cc1cc(NCCCN(C)C)n2nc(-c3cccs3)cc2n1,4,0.3,5,0,1,4,-2,10,-5
O=C(COc1ccc(F)cc1)Nc1nnc(C2CC2)s1,0,-5.1,1,0,7,3,4,4,-1
CCC(C)[C@H](NC(=O)OC(C)(C)C)C(=O)N/N=C/c1cccc2nccnc12 (stereo not given in full),2,-1.7,2,-7,3,1,2,3,-2
COC(=O)c1ccc(COC(=O)CNC(=O)c2cccc(OC)c2)o1,10,nt,-2,nt,-4,0,-3,0,4
COc1ccc(CNC(=O)C(C)OC(=O)c2cccs2)cc1 (stereo not given),3,0.5,0,1,5,-1,3,6,4
CCc1ccc2c(CN(CC)Cc3nc4ccccc4c(=O)[nH]3)cc(=O)oc2c1,1,0.7,8,-3,6,7,-1,-2,-16
CC(=O)c1cccc(OC(=O)c2ccc3c(=O)n4c(nc3c2)CCC4)c1,-5,0.2,-2,-5,-7,3,-17,-26,7
Cc1sc(NC(=O)CSc2nc(O)cc(=O)[nH]2)nc1-c1ccccc1,10,-5.4,0,-2,1,4,4,-1,-12
Cc1ccc(CN2CCN(CC(=O)N/N=C/c3c[nH]c4ccccc34)CC2)cc1,3,-1.9,4,4,-1,11,-3,0,2
O=C(Nc1ccccc1N1CCCCC1)c1ccc2nccnc2c1,5,-0.3,2,-2,6,18,4,-1,9
c1ccc(CSc2nnnn2-c2ccccc2)cc1,3,1.2,5,5,10,1,-2,2,2
CC(=O)N1c2ccc(S(=O)(=O)N(C)Cc3ccccc3)cc2CC1C (stereo not given),-1,-1.8,2,3,4,-1,1,6,11
COc1ccc(C2CC(c3ccccc3)=NN2c2ccccc2)c(C(=O)O)c1OC (stereo not given),5,-1.5,0,-4,-6,5,-1,-3,-9
CCc1cccc(C)c1NC(=O)CCCN1C(=O)CN(C)C1=O,1,nt,-2,nt,-1,2,-14,-21,4
COc1ccc(OC)c(/C=C/C(=O)NCCc2nc3ccccc3[nH]2)c1,7,0.2,1,1,5,11,-2,-3,2
CCc1ccc(CN2CCCC(C(=O)N3CCCCC3)C2)cc1 (stereo not given),0,0.7,2,4,4,1,0,0,3
COc1ccc(N2C(=O)CC(NC3CC3)C2=O)cc1 (stereo not given),3,-2.4,4,1,0,0,7,6,5
NC(=NCCCCCCN=C(N)/N=C(\N)Nc1ccc(Cl)cc1)/N=C(\N)Nc1ccc(Cl)cc1,-5&-3&1,5.2&1.6&-0.6,4&-5&-2,1&5&-5,-6&-10&-5,-1&-1&0,1&19&-1,1&-3&-7,-5&-7&-4

(listing goes on)
SMILES,PAFAH1B2 inh,MEX-5 binding,GLD-1 TGE inh,Fam108B counter,pPAFAH FP inh,AHR act,Bcl-xL primary,MCL1-BIM inh,PME-1 inh
Cc1cccc(NC(=O)CNC(=O)CCNC(=O)c2ccc(C(C)(C)C)cc2)c1C,24,nt,1,nt,11,1,1,4,4
C=CCC1c2cccc(C(=O)OC)c2C(=O)N1c1ccccc1 (stereo not given),10,3.2,6,-1,-3,8,9,8,-4
COc1ccc(S(=O)(=O)NCCC(=O)NC2CCCCC2C)cc1[N+](=O)[O-] (stereo not given),11,nt,1,nt,3,2,nt,nt,nt
O=C(/C=C/c1ccc2c(c1)OCO2)N1CCN(c2ccccc2F)CC1,2,1.0,1,2,6,1,5,1,7
COc1ccc(/C=N/Nc2ccccc2C(=O)O)cc1Cn1cc([N+](=O)[O-])cn1,4,-0.6,0,6,15,19,9,-1,10
CC(=O)N/C(=C/c1ccccc1)C(=O)N1CCCCC1,2,0.0,2,2,4,0,0,-8,2
COc1ccc(CNC(=O)C2CC(c3ccccc3C(F)(F)F)=NO2)cc1 (stereo not given),5,-3.1,12,-2,-1,30,-3,2,1
Cc1nc(CCNC(=O)CC2C(=O)NCCN2CC(C)C)nc2c1CCC2 (stereo not given),-1,-6.7,15,-5,-2,-1,19,15,-4
CCC(C)N1CC23C=CC(O2)C(C(=O)OCc2ccccc2)C3C1=O (stereo not given),-1,-0.1,1,3,-1,1,4,1,-2
COCCSc1ccccc1C(=O)N1CCN(Cc2ccccc2)CC1,5,1.7,5,2,4,4,3,10,11
C=CCN=C1SC(C)C(=O)N1S(=O)(=O)c1ccccc1 (stereo not given),6,-0.2,-1,6,-2,-2,2,0,-1
O=C(NCc1ccncc1)/C(=N/O)c1ccccc1,8,-1.9,-1,-3,2,1,3,2,-4
O=c1[nH]cnc2ncc(-c3ccc(O)cc3)nc12,5,-1.1,8,-2,7,4,20,15,5
CC(C(=O)N1CCc2ccccc21)N1CCN(S(=O)(=O)c2cccc(C(F)(F)F)c2)CC1 (stereo not given),6,nt,8,nt,6,0,3,6,8
O=C1CCN(S(=O)(=O)c2ccccc2)CCN1CCOCc1ccc(Cl)cc1,5,-0.1,3,0,13,1,4,5,0
CCc1nnc(NC(=O)CCN2C(=O)c3ccccc3C2=O)s1,0,3.1,0,-4,3,0,0,-6,-1
CC(C)n1c(=N)c(C(=O)NCCc2ccccc2)cc2c(=O)n3ccccc3nc21,5,-4.9,-7,0,7,1,-5,-8,-3
CCCC(=O)NC(=S)Nc1sc2c(c1C(N)=O)CCC2,5,-2.1,-2,2,13,21,8,6,6
Cc1ccc(NS(=O)(=O)c2ccc(CCC(=O)O)cc2)cc1,12,-3.5,10,6,34*,-1,2,-1,1
Cc1ccc(CN(c2ccc(C(=O)N3CCc4ccccc4C3)cc2)S(C)(=O)=O)cc1,5,2.7,1,3,2,-1,4,2,5

(more compounds)
SMILES,PAFAH1B2 inh,MEX-5 binding,GLD-1 TGE inh,Fam108B counter,pPAFAH FP inh,AHR act,Bcl-xL primary,MCL1-BIM inh,PME-1 inh
CCOC(=O)N1CCN(C(=O)c2ccc(C)c(S(=O)(=O)Nc3ccccc3)c2)CC1,2,nt,0,6,14,1,3,-2,-4
CCOC(=O)Nc1ccc(S(=O)(=O)Nc2cc(C)on2)cc1,6,-0.1,3,0,3,0,2,0,-4
Cc1sc2nc(SCC(=O)NCc3cccs3)[nH]c(=O)c2c1C,4,3.2,-8,0,5,21,0,-2,5
CNC(=O)OCc1cccc(COC(=O)NC)n1,3,8.5,4,-2,-4,0,0,-8,7
COc1ccccc1NC(=O)c1cc(S(=O)(=O)N2CCc3ccccc32)ccc1F,0,0.7,-5,-7,0,2,2,4,1
NC(=O)NC(=O)C(Nc1ccc(N2CCCCC2)cc1)c1ccccc1 (stereo not given),1,4.7,8,3,22,14,13,20,3
O=C(CS(=O)(=O)Cc1ccccc1)NCc1ccccc1Cl,2,-3.4,9,0,5,-3,3,3,2
CCN(CC(=O)Nc1c(F)cccc1F)C(=O)CNC(=O)c1ccc2ccccc2c1,-2,nt,3,nt,-1,2,7,7,-3
Cc1ccc(-c2cc(C(=O)Nc3ccc(S(=O)(=O)N4CC(C)OC(C)C4)cc3)[nH]n2)c(O)c1 (stereo not given),-3,-1.1,10,-15,-2,-1,-1,-4,-24
COc1ccc(CCN2C(=O)CSC2=Nc2ccc(C(C)C)cc2)cc1OC,nt,0.2,0,4,3,-2,4,8,0
Cc1nnc(N2C(=O)C(O)=C(C(=O)c3ccco3)C2c2ccc(C(C)(C)C)cc2)s1 (stereo not given),12,-5.4,32*,-2,3,1,33*,31,-7
Fc1cccc(CN2CCC(Cc3ccccc3)CC2)c1,2,-1.1,8,-1,3,0,1,13,-1
Cc1onc(-c2ccccc2)c1NC(=O)N(Cc1ccccc1)C(C)C,1,0.2,-2,-3,-7,0,-2,-1,-1
CC(C)Cc1nn2c(N)c(/C=C3\C=Nc4ccccc43)c(=O)nc2s1,7,-46*,-29,0,4,0,4,9,5
O=C(COC(=O)c1ccc(Cl)c(S(=O)(=O)N2CCCC2)c1)NC1CCCC1,1,-1.0,8,-2,20,0,1,6,-3
CC(=O)C(N=Nc1ccccc1)(Sc1nnc(-c2ccccc2)n1-c1ccccc1)C(=O)Nc1ccccc1 (stereo not given),26*,-10,-1,-10,0,0,3,6,-12
OC(COc1ccc2cc(Br)ccc2c1)Cn1ccnc1 (stereo not given),-2,1.0,-6,2,3,10,-2,1,2
COc1cc(C2CC(c3ccccc3)=NN2c2ccccc2)ccc1OCC(=O)O (stereo not given),7,0.2,1,0,18,0,1,3,0
COc1ccc(C(=O)N/C(=C\c2ccccc2)C(=O)NC(CCSC)C(=O)O)cc1 (stereo not given),3,0.6,13,0,0,1,6,9,2
COc1ccccc1N1CCN(C2CCCN(Cc3c(F)cccc3F)C2)CC1 (stereo not given),4,-1.0,0,-3,-1,4,7,3,-6

Remaining list, next part.
SMILES,PAFAH1B2 inh,MEX-5 binding,GLD-1 TGE inh,Fam108B counter,pPAFAH FP inh,AHR act,Bcl-xL primary,MCL1-BIM inh,PME-1 inh
Oc1c(Br)cccc1/C=N/Nc1c(F)c(F)c(F)c(F)c1F,0,1.5,4,2,3,6,2,-5,-2
CCOC(=O)CNC(=O)C1c2ccccc2Oc2ccccc21,2,0.3,1,0,4,0,6,2,3
CC(C)CCn1c(N2CCN(c3cccc(Cl)c3)CC2)nc2c1c(=O)[nH]c(=O)n2C,-2,-0.1,-1,-5,-5,3,5,6,-6
O=C1C(O)=C(O)C(=O)c2ccccc21,3,nt,7,12,10,15,3,8,11
Cc1cccc(N(C(=O)Cc2cccs2)C(C(=O)NCc2ccco2)c2ccncc2)c1 (stereo not given),nt,2.4,-1,3,4,1,2,2,0
CCc1ccc(C(C(=O)NC2CCCCC2)N(C(=O)c2csnn2)C2CC2)cc1 (stereo not given),0,-3.4,2,2,2,0,3,4,-2
Cc1nc2c(C#N)cnn2c2c1CCN(Cc1ccccc1)N2C,-5,0.1,-6,3,-1,0,5,0,-2
COC(=O)CSc1nnc(-c2ccc(S(=O)(=O)N3CCCCC3)cc2)o1,6,-1.1,6,2,1,-3,21,2,-6
Cc1cccc(C)c1NC(=O)CCN1C(=O)C2C3CCC(C3)C2C1=O (stereo not given),7,1.1,1,0,3,-1,3,8,5
Cc1cc(C)c(OCCOCCN2CCN(C)CC2)c(Cl)c1,1,3.1,-3,-1,3,0,5,10,1
O=C(O)c1ccc(Cn2c(=S)[nH]c3cc(Cl)ccc3c2=O)cc1,3,-0.8,0,0,6,9,1,1,-7
COc1ccc(C)cc1NC(=O)C1CCCN1S(=O)(=O)c1ccccc1F (stereo not given),4,nt,1,nt,-3,8,-10,-28,4
COC(=O)c1c(NC(=O)COC(=O)CCNS(=O)(=O)c2ccccc2)sc(C)c1C,3,-0.8,8,2,26*,5,-1,-4,-4
Cc1cccc(Oc2ncnc3onc(C)c23)c1,-4,-1.6,-7,2,3,6,0,-2,-10
CC1(C)C2CC[C@]3(C)C(CC=C4[C@@H]5C[C@](C)(CO)CC[C@]5(C(=O)O)CC[C@]43C)[C@@]2(C)CC[C@@H]1O (stereo not given in full),nt,1.7,5,-2,-4,1,-2,-7,3
COc1ccc(N2CC(NC(=O)c3ccc4ccccc4c3)CC2=O)cc1OC (stereo not given),6,-0.8,0,1,3,-1,5,1,1
COc1ccccc1CCC(=O)OCC(=O)Nc1ccc(S(N)(=O)=O)cc1,-3,1.9,0,-2,1,-2,-9,-2,-7

Screening results deposited in PubChem by several laboratories.
